Screens: PubChem BioAssay, several laboratories
DSG3 Ab inh: inhibitors of pemphigus antibody binding to DSG3, primary screen, biochemical, bead-based, flow cytometry, scFv-GFP. AID 588358, 2011. hit rate 0.48% among 310,000. DSG3-coupled beads, scFv-anti-DSG3-GFP binding; hits give low values. Desmoglein-3 (Homo sapiens), P32926. binding (percent of control), % at 10 µM;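 active = binding more than 3 SD below its plate's average and above zero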;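 note: hits lower antibody fragment binding to DSG3; some compounds called inactive have numbers as strong as hits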
Target sequence (P32926 whole entry, looked up, the tested form may be a part): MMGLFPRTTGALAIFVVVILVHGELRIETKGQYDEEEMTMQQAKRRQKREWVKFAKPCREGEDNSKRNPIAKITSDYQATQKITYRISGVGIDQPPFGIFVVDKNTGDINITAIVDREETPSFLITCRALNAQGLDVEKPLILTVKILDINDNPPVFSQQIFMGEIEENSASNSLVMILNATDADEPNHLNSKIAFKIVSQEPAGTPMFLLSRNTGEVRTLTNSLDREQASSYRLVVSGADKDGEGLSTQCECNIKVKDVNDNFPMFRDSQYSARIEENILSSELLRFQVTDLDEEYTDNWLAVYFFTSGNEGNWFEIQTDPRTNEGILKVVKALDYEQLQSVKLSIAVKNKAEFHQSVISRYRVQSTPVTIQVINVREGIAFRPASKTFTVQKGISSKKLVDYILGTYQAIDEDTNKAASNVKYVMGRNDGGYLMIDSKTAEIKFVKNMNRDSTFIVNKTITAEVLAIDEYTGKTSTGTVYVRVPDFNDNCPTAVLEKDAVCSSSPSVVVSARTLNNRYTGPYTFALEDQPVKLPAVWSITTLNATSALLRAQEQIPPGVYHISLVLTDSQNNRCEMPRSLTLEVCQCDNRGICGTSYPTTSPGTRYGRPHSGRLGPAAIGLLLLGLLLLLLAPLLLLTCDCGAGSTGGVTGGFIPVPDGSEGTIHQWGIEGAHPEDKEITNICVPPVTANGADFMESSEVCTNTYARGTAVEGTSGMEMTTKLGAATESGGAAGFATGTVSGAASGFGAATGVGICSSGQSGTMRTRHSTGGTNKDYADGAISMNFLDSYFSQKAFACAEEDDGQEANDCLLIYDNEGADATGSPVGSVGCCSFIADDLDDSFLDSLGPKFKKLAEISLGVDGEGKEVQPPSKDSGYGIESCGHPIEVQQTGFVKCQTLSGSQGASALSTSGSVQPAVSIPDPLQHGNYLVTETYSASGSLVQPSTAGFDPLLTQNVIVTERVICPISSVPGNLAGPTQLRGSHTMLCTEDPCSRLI
Ecoli viability: E. coli V3065 growth inhibition, primary screen, counter-screen for AddAB inhibitor project, absorbance, OD600; 18 h; inhibition, % at 11.9 µM; hit rate 0.27% among 330,000;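 active = inhibition above the campaign's mean inhibition across all tested compounds plus 3 SD, cut at about 9.9% in these data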;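 note: uninfected addAB+ strain grown without phage in ampicillin broth; 0% = DMSO wells and 100% = ciprofloxacin 0.95 µg/ml wells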
PKA-R1A act: activators of PKA-R1A holoenzyme, primary screen, biochemical, fluorescence polarization, Cy5-IP20, bovine R1A, mouse PKAc. cAMP-dependent protein kinase type I-alpha regulatory subunit (Bos taurus) + …. PKA-R1A dissociation; scaled: DMSO 0%, 113 µM cGMP 100%. activation, % at 11.4 µM. hit rate 0.083% among 340,000;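 active = percent activation above the mean of all tested compounds plus 3 SD, cut at about 19% in these data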;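 note: higher means more PKAc released from R1A so a rise in polarization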
PfHsp90 yeast 2: growth inhibition of PfHsp90-expressing yeast, primary screen, antimalarial PfHsp90 inhibitor project, S. cerevisiae, BacTiter-Glo luminescence, single point, set 2. BacTiter-Glo ATP, 48 h; yeast lacking PDR1 and PDR3 efflux regulators. hit rate 0.32% among 310,000. inhibition, % at 9.4 µM;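 active = every replicate shows inhibition above about 80%, whatever the replicate mean, limit read from the data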;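 note: 0% = DMSO neutral controls and 100% = 20 µM radicicol positive controls; yeast relying on Plasmodium falciparum Hsp90 in place of its own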
phage Ecoli inh: growth loss of phage-infected E. coli, primary screen, RecBCD inhibitor project, absorbance, with phage, HTS. inhibition, % at 11.9 µM. hit rate 0.26% among 360,000. AID 651602, 2012; in the data active = inhibition above about 11%
Mot1-301 SUMO: yeast Mot1-301 growth rescue at high temperature, primary screen, SUMOylation pathway inhibitor project, S. cerevisiae, ATP luminescence, 38.5C. hit rate 1% among 320,000. S. cerevisiae Mot1-301 growth rescue; percent above DMSO median, 100 means doubled. AID 2716, 2010. growth rescue, % at 18.8 µM;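 active = every valid replicate shows activation above 250% relative to neutral control wells; inactive = the rest, any valid replicate at or below 250%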;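 note: OY570 slx delta 5 strain wells were the positive control but not used for scaling; some compounds called inactive have numbers as strong as hits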
OPRM1-OPRD1 ag: agonists of OPRM1-OPRD1 heterodimerization, primary screen, cell-based, luminescence. hit rate 0.3% among 340,000. cells. Mu-type opioid receptor (Homo sapiens) + Delta-type opioid receptor (Homo sapiens), …. AID 504326, 2011. activation, % at 9.3 µM; in the data active = activation above about 18%;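 note: 0% = vehicle-treated cells and 100% = reference agonist; values of inactives mirror those of a sister screen read the other way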
Tat transport: E. coli Tat export inhibitors, primary screen, MC4100, TorA-mCherry reporter, fluorescence, single point. inhibition, % at 10 µM. hit rate 0.036% among 340,000. AID 488895, 2010;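 active = mean replicate inhibition at least 50% and at least half of replicates individually reaching 50%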;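 note: exported cargo escapes ClpAP degradation while cytoplasmic cargo is degraded and loses fluorescence; 0% = median of neutral control wells and 100% = median of NaSCN control wells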
Arrestin-AP2 inh: inhibitors of beta-arrestin/AP2 binding, primary screen, biochemical, GPCR trafficking, flow cytometry; inhibition, % at 10 µM; beta-arrestin 1 C-terminal peptide binding to AP2 beta2-adaptin appendage (human); hit rate 0.31% among 340,000; FITC-arrestin peptide / GST-AP2 beads; AP2 beta2 appendage carries R879A mutation;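 active = inhibition above a set limit, near 3 SD of compounds lacking own fluorescence, cut at about 54% in these data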;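 note: plate controls were DMSO wells for no effect and 5 µM unlabelled arrestin peptide for full effect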
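System: GST-tagged AP2 beta2-adaptin appendage (R879A) on 4 µm glutathione beads / Reagent: FITC-arrestin peptide, 50 nM / Detection: HyperCyt-sampled flow cytometry, FL1 channel, ex 488/em 535 nm / Timing: 12 min plus 1 h, RT / Buffer or medium: PBS plus Tween 20 (0.05%) and BSA (0.1%)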
MOR-DOR inv ag: inverse agonists of MOR-DOR heterodimerization, primary screen, cell-based, luminescence; hit rate 0.21% among 340,000; Mu-type opioid receptor (Homo sapiens) + Delta-type opioid receptor (Homo sapiens), …; inhibition, % at 9.3 µM; cell-based MOR-DOR heterodimer luminescence, inverse agonism; in the data active = inhibition above about 22%, passing the limit was not always enough;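 note: 0% = cells with DMSO and 100% = wells without cells with DMSO; values of inactives mirror those of a sister screen read the other way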
AddAB inh: growth inhibition of E. coli expressing H. pylori AddAB, primary screen, AddAB inhibitor project, absorbance; inhibition, % at 11.9 µM; hit rate 0.29% among 330,000; AID 435030, 2010; in the data active = inhibition above about 12%;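 note: 0% = vehicle wells of infected cells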
* marks the source's active call; other numbers are inactive results.

Screening CC(C)[C@H](NC(=O)c1ccccc1Cl)C(=O)Nc1nc(-c2ccccn2)cs1 returned DSG3 Ab inh 91.3, Ecoli viability -5.5, PKA-R1A act -1.8, PfHsp90 yeast 2 -3.0, phage Ecoli inh -1.5, Mot1-301 SUMO 58.6, OPRM1-OPRD1 ag -0.5, Tat transport 5.7, Arrestin-AP2 inh 17.2, MOR-DOR inv ag 2.2 and AddAB inh -2.9.
Screening CCOc1ccc(-n2cc(-c3ccccc3)c3c(N4CCOCC4)ncnc32)cc1 returned DSG3 Ab inh 112.2, Ecoli viability 1.3, PKA-R1A act -12.2, PfHsp90 yeast 2 -0.9, phage Ecoli inh 2.2, Mot1-301 SUMO -3.7, OPRM1-OPRD1 ag 2.0, Tat transport 2.7, Arrestin-AP2 inh 5.7, MOR-DOR inv ag -10.2 and AddAB inh 4.7.
C/C=C/Cn1c(SC)nc2c1c(=O)[nH]c(=O)n2C was read as DSG3 Ab inh 105.4, Ecoli viability -2.3, PKA-R1A act -1.0, PfHsp90 yeast 2 33.0, phage Ecoli inh 3.0, Mot1-301 SUMO 126.3, OPRM1-OPRD1 ag -2.3, Tat transport -6.5, Arrestin-AP2 inh -1.7, MOR-DOR inv ag 9.7 and AddAB inh 1.6.
Screening O=C(c1ccc(CS(=O)c2ccccc2Cl)o1)N1CCN(c2ccccn2)CC1 (centres undefined) returned DSG3 Ab inh 107.6, Ecoli viability -0.2, PKA-R1A act -3.3, PfHsp90 yeast 2 -25.2, phage Ecoli inh 3.2, Mot1-301 SUMO 0.7, OPRM1-OPRD1 ag -1.2, Tat transport 21.2, Arrestin-AP2 inh -12.3, MOR-DOR inv ag 6.2 and AddAB inh 1.7.
For CCCCNC(=O)CN(c1cccc(F)c1)S(C)(=O)=O the results were DSG3 Ab inh 89.8, Ecoli viability -3.3, PKA-R1A act -5.5, PfHsp90 yeast 2 21.9, phage Ecoli inh 2.2, Mot1-301 SUMO -4.7, OPRM1-OPRD1 ag -0.3, Tat transport -4.7, Arrestin-AP2 inh 6.3, MOR-DOR inv ag 2.0 and AddAB inh -0.8.
For O=C(NCc1ccc2c(c1)OCO2)C1(S(=O)(=O)c2ccccc2)CC1 the results were DSG3 Ab inh 101.0, Ecoli viability 0.6, PKA-R1A act 13.7, PfHsp90 yeast 2 1.5, phage Ecoli inh 1.1, Mot1-301 SUMO -16.0, OPRM1-OPRD1 ag -1.5, Tat transport 1.5, Arrestin-AP2 inh 1.5, MOR-DOR inv ag 9.2 and AddAB inh 1.3.
`CCc1ccccc1NC(=O)C1c2ccccc2Oc2ccccc21` gave DSG3 Ab inh 97.2, Ecoli viability -2.3, PKA-R1A act 10.9, PfHsp90 yeast 2 -4.2, phage Ecoli inh 4.9, Mot1-301 SUMO 6.3, OPRM1-OPRD1 ag -2.3, Tat transport 3.1, Arrestin-AP2 inh 16.5, MOR-DOR inv ag 14.5 and AddAB inh 1.1.
For Fc1ccccc1-c1cc2ncccc2cn1 the results were DSG3 Ab inh 104.5, Ecoli viability -1.1, PKA-R1A act -11.4, PfHsp90 yeast 2 1.9, phage Ecoli inh 1.6, Mot1-301 SUMO 18.6, OPRM1-OPRD1 ag -0.3, Tat transport -10.8, Arrestin-AP2 inh -3.3, MOR-DOR inv ag 1.5 and AddAB inh 1.3.
O=C(COc1ccc(Cl)cc1)NNC(=O)C(=O)NC1CCCCC1 was read as DSG3 Ab inh 97.5, Ecoli viability -10.0, PKA-R1A act 0.6, PfHsp90 yeast 2 -5.5, phage Ecoli inh -5.5, Mot1-301 SUMO -22.4, OPRM1-OPRD1 ag -1.3, Tat transport -4.8, Arrestin-AP2 inh 13.6, MOR-DOR inv ag 7.1 and AddAB inh -1.5.
O=C(O)CN1CCN(C(c2ccccc2)c2ccccc2)CC1 was read as DSG3 Ab inh 118.1, Ecoli viability 0.8, PKA-R1A act 1.3, PfHsp90 yeast 2 -13.8, phage Ecoli inh 5.9, Mot1-301 SUMO 139.0, OPRM1-OPRD1 ag -1.3, Tat transport -2.5, Arrestin-AP2 inh 18.1, MOR-DOR inv ag 6.3 and AddAB inh 0.7.
For CC(=O)N1CCN(c2ncnc3ccccc23)CC1 the results were DSG3 Ab inh 110.1, Ecoli viability -1.3, PKA-R1A act -1.8, PfHsp90 yeast 2 1.5, phage Ecoli inh 0.3, Mot1-301 SUMO 3.7, OPRM1-OPRD1 ag -1.7, Tat transport -4.8, Arrestin-AP2 inh -5.3, MOR-DOR inv ag 8.3 and AddAB inh 1.0.
`COc1ccc(N/C=C(/C(C)=O)c2ccccc2)cc1` gave DSG3 Ab inh 96.0, Ecoli viability -2.2, PKA-R1A act 5.7, PfHsp90 yeast 2 -17.0, phage Ecoli inh 0.8, Mot1-301 SUMO 3.0, OPRM1-OPRD1 ag -1.6, Tat transport 2.3, Arrestin-AP2 inh 7.8, MOR-DOR inv ag 7.9 and AddAB inh 1.7.
Screening Cc1ccc(-n2nnnc2SCC(=O)Nc2cccnc2Cl)cc1 returned DSG3 Ab inh 100.8, Ecoli viability 2.0, PKA-R1A act 11.8, PfHsp90 yeast 2 1.6, phage Ecoli inh 1.1, Mot1-301 SUMO -5.5, OPRM1-OPRD1 ag 3.1, Tat transport 5.7, Arrestin-AP2 inh -7.7, MOR-DOR inv ag -16.3 and AddAB inh 1.9.
`O=C(/C=C/c1cccc([N+](=O)[O-])c1)NC(=S)Nc1ccc(CN2CCOCC2)cc1` gave DSG3 Ab inh 88.0, Ecoli viability 0.3, PKA-R1A act -1.5, PfHsp90 yeast 2 -24.9, phage Ecoli inh 1.6, Mot1-301 SUMO -2.4, OPRM1-OPRD1 ag -3.0, Tat transport -2.0, Arrestin-AP2 inh -7.9, MOR-DOR inv ag 15.1 and AddAB inh 1.6.
Screening COc1ccccc1CNC(=O)C(=O)NCCC1CCCCN1S(=O)(=O)c1ccccc1 (centres undefined) returned DSG3 Ab inh 101.9, Ecoli viability 0.7, PKA-R1A act -2.1, PfHsp90 yeast 2 12.6, phage Ecoli inh 1.9, Mot1-301 SUMO 7.8, OPRM1-OPRD1 ag -0.4, Tat transport -7.8, Arrestin-AP2 inh -5.4, MOR-DOR inv ag 2.6 and AddAB inh 1.2.
For Cc1ccc(CNC(=O)C(OC(=O)c2ccco2)C(C)C)cc1 (centres undefined) the results were DSG3 Ab inh 100.2, Ecoli viability -2.5, PKA-R1A act 4.3, phage Ecoli inh 2.6, Mot1-301 SUMO -5.3, OPRM1-OPRD1 ag -2.7, Tat transport 10.2, Arrestin-AP2 inh 3.3, MOR-DOR inv ag 14.6 and AddAB inh 0.9.
Screening Cc1ccc(S(=O)(=O)NC(=O)COc2cc(C)ccc2C(C)C)cc1 returned DSG3 Ab inh 85.7, Ecoli viability 1.0, PKA-R1A act -3.0, PfHsp90 yeast 2 5.2, phage Ecoli inh 0.1, Mot1-301 SUMO 199.8, OPRM1-OPRD1 ag -3.1, Tat transport 5.5, Arrestin-AP2 inh 0.2, MOR-DOR inv ag 12.7 and AddAB inh -2.5.
Screening COc1ccc(C(=O)Nc2cnn(Cc3c(F)cccc3Cl)c2)cc1OC returned DSG3 Ab inh 97.9, Ecoli viability 0.1, PKA-R1A act 4.3, PfHsp90 yeast 2 -3.9, phage Ecoli inh 1.4, Mot1-301 SUMO -9.2, OPRM1-OPRD1 ag -0.8, Tat transport -6.7, Arrestin-AP2 inh -5.8, MOR-DOR inv ag 4.4 and AddAB inh 0.0.
Cc1c(C(=O)NCCN2CCOCC2)oc2ccc(S(=O)(=O)N3CCCCCC3)cc12 was read as DSG3 Ab inh 104.2, Ecoli viability 1.6, PKA-R1A act -7.0, PfHsp90 yeast 2 3.2, phage Ecoli inh 4.0, Mot1-301 SUMO -13.3, OPRM1-OPRD1 ag -2.4, Tat transport 0.6, Arrestin-AP2 inh 23.3, MOR-DOR inv ag 13.1 and AddAB inh 2.5.
Cc1ccc(-n2c3c(c(=O)[nH]c2=S)C(C(F)(F)F)(C(F)(F)F)NC(=O)N3)cc1 was read as DSG3 Ab inh 95.5, Ecoli viability -3.1, PKA-R1A act 4.8, PfHsp90 yeast 2 6.6, phage Ecoli inh 3.5, Mot1-301 SUMO 11.1, OPRM1-OPRD1 ag -0.1, Tat transport 5.6, Arrestin-AP2 inh 13.7, MOR-DOR inv ag 0.6 and AddAB inh 0.2.
For CC(C)(C)c1nnc(NC(=O)Cc2ccccc2[N+](=O)[O-])s1 the results were Ecoli viability -0.7, PKA-R1A act -12.9, PfHsp90 yeast 2 9.9, phage Ecoli inh 3.5, Mot1-301 SUMO -6.3, OPRM1-OPRD1 ag -1.7, Tat transport -8.1, Arrestin-AP2 inh 5.0, MOR-DOR inv ag 8.7 and AddAB inh 2.0.
Screening COc1ccccc1NC(=O)CSc1nnc(-c2ccccc2)o1 returned DSG3 Ab inh 106.9, Ecoli viability -2.4, PKA-R1A act 3.9, PfHsp90 yeast 2 -6.1, phage Ecoli inh 2.9, Mot1-301 SUMO -16.3, OPRM1-OPRD1 ag -3.5, Tat transport 21.6, Arrestin-AP2 inh 6.4, MOR-DOR inv ag 17.4 and AddAB inh 3.3.
Screening CCN(CC)S(=O)(=O)c1cccc(NC(=O)c2cc(-c3cccs3)nn2-c2ccccc2)c1 returned DSG3 Ab inh 102.0, Ecoli viability -0.8, PKA-R1A act -17.0, PfHsp90 yeast 2 -33.4, phage Ecoli inh -0.2, Mot1-301 SUMO 3.7, OPRM1-OPRD1 ag 3.1, Tat transport -9.9, Arrestin-AP2 inh -11.7, MOR-DOR inv ag -18.6 and AddAB inh -0.5.
CCCC(=O)Nc1c(-c2ccccc2)c(=O)c(C)nn1-c1ccc(Cl)cc1 was read as DSG3 Ab inh 92.2, Ecoli viability -0.1, PKA-R1A act -3.2, PfHsp90 yeast 2 -12.5, phage Ecoli inh 3.7, OPRM1-OPRD1 ag -0.1, Tat transport -5.6, Arrestin-AP2 inh 1.0, MOR-DOR inv ag 0.8 and AddAB inh 0.4.
`COc1cccc(NC(=O)COC(=O)c2ccco2)c1` gave DSG3 Ab inh 96.3, Ecoli viability 2.2, PKA-R1A act -7.7, PfHsp90 yeast 2 10.6, phage Ecoli inh 0.1, Mot1-301 SUMO 10.3, OPRM1-OPRD1 ag -3.8, Tat transport 9.3, Arrestin-AP2 inh -5.0, MOR-DOR inv ag 21.7 and AddAB inh 0.5.
